CHO-K1 Ca antag – M1 antagonist counterscreen hit in parental CHO-K1 cells. 360,000 tested, 0.6% active. inhibition, % at 3 µM. ATP-induced calcium, Fluo-8 fluorescence;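 active means inhibition above a per-plate cutoff, the plate's mean sample inhibition plus 3 SD, cut at about 24% in these data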;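 further: 0% = DMSO plus EC80 ATP and 100% = DMSO alone without ATP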
M1 ag – agonists of human M1 muscarinic receptor | P11229 | CHO-K1 hM1, Fluo-8 calcium fluorescence, agonist mode; 0% DMSO, 100% acetylcholine EC100 | activation, % at 3 µM | 360,000 tested, 0.33% active;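 active means activation above the run's mean compound activation plus 3 SD, cut at about 16% in these data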;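 further: peak over basal fluorescence ratio within a 140 s kinetic read after compound addition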
Target sequence (P11229 whole entry, looked up): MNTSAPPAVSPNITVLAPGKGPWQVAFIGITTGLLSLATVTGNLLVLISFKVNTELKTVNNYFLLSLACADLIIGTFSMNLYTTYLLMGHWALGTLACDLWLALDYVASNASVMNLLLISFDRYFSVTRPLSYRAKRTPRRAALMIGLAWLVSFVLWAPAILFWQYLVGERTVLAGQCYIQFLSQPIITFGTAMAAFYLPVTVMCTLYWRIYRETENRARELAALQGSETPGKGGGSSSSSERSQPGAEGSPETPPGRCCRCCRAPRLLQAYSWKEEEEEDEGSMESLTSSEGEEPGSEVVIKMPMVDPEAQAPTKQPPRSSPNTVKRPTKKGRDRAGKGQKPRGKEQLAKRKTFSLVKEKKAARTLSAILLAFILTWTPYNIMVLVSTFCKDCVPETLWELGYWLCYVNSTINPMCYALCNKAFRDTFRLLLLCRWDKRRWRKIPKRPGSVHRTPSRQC
TAAR1 antag – human TAAR1 antagonism; 360,000 tested, 1.5% active; inhibition, % at 3 µM; Q96RJ0; CHO RD-HGA16 TAAR1, Fluo-8 calcium fluorescence, antagonist;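 active means inhibition above a per-plate cutoff, the mean inhibition of test compounds on that plate plus 3 SD, cut at about 49% in these data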;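 further: 0% = DMSO plus EC80 beta-PEA response and 100% = DMSO alone without agonist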
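Test system: CHO RD-HGA16 cells bearing hTAAR1 | Reagent: β-PEA, EC80 | Compound dosing: 3 µM, single point | Schedule: Dye loading 75 min at 37 °C, then 30 min room temperature | Signal: Calcium fluorescence with Fluo-8 | Evaluation: Percent inhibition of PEA-evoked calcium signal, max/basal emission ratio | Control set: DMSO-only wells and EC80 β-PEA-stimulated wells | Repeats: Singlicate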
OXTR potentiator – potentiators of human oxytocin receptor; AID 2445; CHO-OTR cells, Fluo-8 calcium fluorescence, potentiator mode; 0% = oxytocin EC15, 100% = EC100; P30559; 320,000 tested, 0.061% active; activation, % at 3 µM;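 active means activation above that plate's cutoff, the mean activation of tested compounds plus 3 SD, cut at about 6.6% in these data, passing the limit was not always enough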;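 further: 100% uses oxytocin at 75 nM as the full agonist control; some results filed as inactive read as strong as hits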
Target sequence (P30559 whole entry, looked up): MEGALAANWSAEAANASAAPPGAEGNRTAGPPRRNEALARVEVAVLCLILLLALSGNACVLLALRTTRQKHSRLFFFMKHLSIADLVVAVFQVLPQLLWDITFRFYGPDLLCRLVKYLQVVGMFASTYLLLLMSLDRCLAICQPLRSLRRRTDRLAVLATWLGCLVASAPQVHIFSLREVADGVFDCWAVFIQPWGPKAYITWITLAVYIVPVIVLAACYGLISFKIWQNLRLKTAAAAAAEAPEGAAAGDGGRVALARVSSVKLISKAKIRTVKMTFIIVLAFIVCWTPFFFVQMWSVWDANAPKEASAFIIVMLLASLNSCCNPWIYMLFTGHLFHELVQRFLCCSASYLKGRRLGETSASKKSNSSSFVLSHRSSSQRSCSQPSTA
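Assay system: CHO cell line stably expressing human OTR | Also added: Oxytocin at about EC15, sub-maximal agonist stimulus | Times: Compound 6 min at room temperature before oxytocin, 100 s read | Measured by: Fluo-8 intracellular calcium fluorescence, ex 470-495, em 515-575 nm | Controls: EC15 oxytocin alone as 0%, 75 nM oxytocin as 100%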
CHO parental Ca – signal in parental CHO cells, OX1R antagonist counter-screen | parental CHO-K1, ATP-induced calcium, Fluo-8 fluorescence | inhibition, % at 5.6 µM | 330,000 tested, 0.63% active;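 active means inhibition above that plate's mean sample inhibition plus 3 SD, cut at about 26% in these data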;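 further: 0% = ATP-challenged DMSO wells and 100% = DMSO wells without ATP; some compounds past the cut are filed as inactive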
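test system = CHO parental line | reagent = ATP stimulus | measured by = intracellular calcium via Fluo-8 no-wash fluorescent dye | control set = ATP and no-ATP DMSO wells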
TAAR1 ag – human TAAR1 agonism | Q96RJ0 | CHO RD-HGA16 TAAR1, Fluo-8 calcium fluorescence; vehicle wells 0%, saturating PEA agonist 100% | activation, % at 3 µM | 360,000 tested, 0.99% active | AID 624467;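 active means activation above the mean activation of all test compounds in the run plus 3 SD, cut at about 38% in these data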
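Test system: RD-HGA16 (CHO) cells co-expressing Gα16 and hTAAR1 / Benchmarks: DMSO vehicle as 0%, PEA at EC100 as 100% / Repeats: no replicates (n 1) / Measure: % activation from peak over basal fluorescence ratio, DMSO-to-PEA scaled / Timing: 17-24 h plating, Fluo-8 75 min 37 °C, 30 min RT / Technique: kinetic Fluo-8 calcium fluorescence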
M1 ag parental – nonselective activator or artifact in parental CHO-K1 cells; Fluo-8 calcium fluorescence; scaled to maximal ATP response, vehicle zero; activation, % at 3 µM; 360,000 tested, 0.48% active; AID 602248; in the data active means activation above about 15%;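 further: untransfected CHO-K1 host cells lacking M1 receptor as counterscreen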
V1aR counter – activates human V1a receptor in oxytocin agonist counter-screen. P37288. CHO-V1R cells, Fluo-8 calcium fluorescence, agonist mode; 0% DMSO, 100% 3 nM vasopressin. activation, % at 3 µM. 320,000 tested, 0.25% active;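 active means activation above the mean activation of all tested compounds plus 3 SD, per screening run, cut at about 20% in these data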;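 further: signal is peak over basal fluorescence ratio across a 100 second FLIPR read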
CHO-K1 Ca PAM – M1 PAM counterscreen hit in parental CHO-K1 cells; 360,000 tested, 0.02% active; activation, % at 3 µM; ATP EC20, Fluo-8 calcium fluorescence; 0% at ATP EC20, 100% at ATP max;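 active means activation above the run cutoff, the mean activation of all test compounds plus 3 SD, cut at about 40% in these data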;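 further: peak over basal fluorescence ratio in a 140 s read after ATP addition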
Active calls of the source: *; · = no result given; & = joins results of further samples.

smiles	CHO-K1 Ca antag	M1 ag	TAAR1 antag	OXTR potentiator	CHO parental Ca	TAAR1 ag	M1 ag parental	V1aR counter	CHO-K1 Ca PAM
CC(=O)c1ccc(N2CCN(C(=O)CNC(=O)c3ccc(Br)o3)CC2)cc1	-4	-1	-8	·	·	1	1.2	·	5
COCC(=O)N[C@@H]1c2cc(OC)c(OC)cc2C[C@H]1OCc1ccccc1	5	3	5	·	-13	2	5.0	·	5
CC(=O)c1c(C)[nH]c(C(=O)NCc2cccc(Cl)c2)c1C	-9	-2	-29	-7	-3	6	3.8	5.4	8
Nn1c(SCC(=O)Nc2ccc3c(c2)OCCO3)nnc1C(F)(F)F	-17	-1	2	-9	-11	0	0.7	0.6	19
Cc1nnc(C)c2c(C)n(C(c3ccccc3)c3ccccc3)c(C)c12	-6	-12	-12	-2	-13	2	1.2	-0.6	10
O=C(NCC1CC1)Nc1cccc(Cl)c1	5	-3	1	-16	0	5	5.7	3.4	12
CC(C)CN(C(=O)c1cc(=O)[nH]c2ccccc12)c1c(N)n(Cc2ccccc2)c(=O)[nH]c1=O	-10	-2	8	-1	-12	0	0.7	-0.1	13
COc1ccc(N(CC(=O)Nc2cccnc2)S(=O)(=O)c2ccccc2)cc1Cl	-7	-2	-6	-14	-12	1	7.4	4.1	-1
Cc1nn(Cc2ccc(Cl)cc2)c(C)c1NC(=O)c1ccc([N+](=O)[O-])cc1	-13	-5	12	-3	-7	0	10	4.6	11
Cc1cc(C)cc(NS(=O)(=O)c2ccc(NC(=O)c3ccccc3C(=O)O)cc2)c1	-5	0	12	-8	9	-1	1.3	2.1	20
O=c1[nH]c2c(oc3ccccc32)c(=O)n1Cc1ccccc1	1	1	0	·	·	4	0.0	·	0
CCCN(C(=O)c1cn(CC)c2nc(C)ccc2c1=O)c1c(N)n(Cc2ccccc2)c(=O)[nH]c1=O	-5	-4	13	1	1	0	-0.6	1.5	8
CCCCC(=O)Nc1cc(C)c(NC(=O)c2cccs2)cn1	0	-6	-11	-3	-14	1	0.8	1.0	-9
CC(C(=O)Nc1ccccc1Cl)N(c1ccccc1)S(C)(=O)=O (centres undefined)	-8	-7	4	-6	-11	5	1.1	-0.2	17
CCN(CC)C(=O)C1=C(C)N(CCCOC)C(=O)C(CC(=O)NCCN2CCOCC2)C1 (centres undefined)	13	-3	-22	·	·	3	-0.2	·	-9
CN(C(=O)CSc1nnc(-c2ccc(C(C)(C)C)cc2)n1C)C1CCS(=O)(=O)C1 (centres undefined)	-16	-7	11	-3	-15	4	0.8	-0.1	18
O=C(NCC(=O)N1CCC2(CC1)NCCc1[nH]cnc12)c1ccc2ccccc2c1	0	-12	-28	-4	-4	3	1.0	0.4	13
Cc1cc(C(=O)Nc2ccc(C)c(C)c2)n(-c2ccccc2)n1	-6	-5	-9	-1	-9	7	-0.5	-0.4	16
O=C(Oc1ccc(/C=N/NC(=O)c2ccco2)cc1)c1ccccc1	-19	1	-12	-7	-11	10	-0.1	3.9	22
O=C(NC(=S)Nc1ccccc1N1CCCC1)c1ccccc1[N+](=O)[O-]	8	-9	-3	-5	10	14	0.8	-0.1	-5
COC(=O)[C@@]1(Cc2ccc(F)cc2)[C@H]2c3cc(C(=O)N4CCCC4)n(Cc4cc(C)n(C)n4)c3C[C@H]2CN1C(=O)c1ccccc1	-19	·	-3	·	·	3	1.8	·	15
COCCNC(=O)CSC1=N/C(=C/c2ccc(Cl)c(Cl)c2)C(=O)N1c1ccccc1F	-2	-5	8	-8	-16	6	-0.3	1.8	8
NNC(=O)c1oc2nc(-c3ccccc3)cc(-c3ccccc3)c2c1N	-15	-4	3	-18	9	2	-0.1	0.6	-1
CC(Oc1ccccc1Cl)C(=O)Nc1ccccc1C(=O)N1CCOCC1 (centres undefined)	6	-2	-3	2	-6	3	4.8	-0.9	-8
COc1ccc(C(=O)N2CCCCC2c2cc(C(=O)NCc3ccccc3)no2)cc1 (centres undefined)	-4	-3	-1	·	·	5	0.0	·	5
COc1ccc(S(=O)(=O)N(C)Cc2cccs2)cc1Br	-10	-2	-5	-15	-7	-2	-0.4	-0.2	22
O=C(Cc1ccccc1)Nc1ccc(N2CCN(Cc3ccccc3F)CC2)cc1	-7	-4	-5	-10	-2	17	0.5	-0.2	16
O=C(Nc1ccccc1N1CCN(C(=O)c2ccccc2)CC1)c1ccc(Br)o1	-11	-3	22	-13	-44	0	0.5	-1.6	1
Cc1ccc(S(=O)(=O)NCC(=O)NC2CC2)cc1	1	-1	-10	-2	-9	4	-0.2	0.7	-2
COc1ccc(N(C(=O)c2ccco2)C(C(=O)NC2CCCC2)c2ccncc2)cc1OC (centres undefined)	-12	-4	-2	3	-1	3	1.4	0.3	17
CC(=O)NCCn1c(SCC(=O)c2ccc(Cl)cc2)nc2ccccc2c1=O	1	-4	5	-1	-3	6	-0.1	-0.3	-3
COc1cc2c(cc1OC)-c1cc(Nc3ccccc3Br)nc(=O)n1CC2	-17	-3	20	-1	-16	2	0.5	0.5	10
CN(C)C(=O)C#Cc1ccccc1	2	-4	0	4	-4	1	2.7	0.2	7
Cc1ccccc1CNC(=O)C1CCCN(c2cnccn2)C1 (centres undefined)	-12	-3	-15	1	-9	1	1.4	-0.1	3
Cc1ccccc1-c1nc(CN(C)C(C)c2ccon2)c(C)o1 (centres undefined)	-1	-8	-11	13*	-25	1	0.3	-1.2	-6
Cc1sc2nc(SCC(=O)N3CCOCC3)[nH]c(=O)c2c1-c1ccccc1	6	-1	-16	-7	-17	2	0.7	0.4	6
Cc1ccc(C(=O)NCC(=O)NNC(=O)CN(C)S(=O)(=O)c2ccc(Cl)cc2)s1	4	-2	-12	-2	-1	0	0.3	0.7	14
COc1ccccc1C1CCN(C(=O)C2CCCCC2)CC1	-3	-5	-8	-4	-16	10	0.1	-1.4	12
CN(C)c1ccc(C(=O)NCC2CCCO2)cc1 (centres undefined)	-12	-2	0	-3	-15	1	0.6	0.3	13
COc1ccc(Cn2cc([N+](=O)[O-])nc2C)cc1[N+](=O)[O-]	1	-3	-13	-6	25	1	-0.3	0.6	9
Cc1c(C(=O)NCc2ccccn2)sc2nc(-c3ccccc3)cn12	-10	1	-1	-7	-12	3	1.1	2.6	10
COC(=O)c1ccc(NC(=S)N2CCN(Cc3ccc(Cl)cc3)CC2)cc1	-1	-2	18	-9	-12	8	3.0	4.9	12
COc1ccc(NC2CCCN(C(=O)c3cccnc3SC)C2)cc1OC (centres undefined)	-12	0	0	-5	-26	6	0.9	1.2	8
COc1ccc(CNC(=O)COc2ccc(C(=O)c3ccc(F)cc3)cc2)cc1	-13	1	-19	-10	-2	5	3.2	8.2	21
Cc1cn(-c2cc(C(=O)Nc3ccc(C)c(NC(=O)N4CCNC4=O)c3)cc(C(F)(F)F)c2)cn1	-5&0	-7&-7	8&10	-14	-9	1&1	0.8&6.3	0.3	24&3
Cc1cc(C)c(S(=O)(=O)c2ccccc2)c(N2CCOCC2)n1	4	-9	8	1	-5	-1	0.2	-0.6	4
COc1ccc(OC)c(S(=O)(=O)NCc2cc(-c3ccccc3)no2)c1	-7	-2	0	-11	-15	1	0.9	1.1	-6
O=C(CCN1CCCO1)N1CCCC(N2CCN(c3cccc(C(F)(F)F)c3)CC2)C1 (centres undefined)	4	7	-1	4	-7	-1	0.1	0.9	7
COc1ccc(C(c2nnnn2Cc2ccc(F)cc2)N2CCN(c3ccccc3)CC2)cc1 (centres undefined)	-11	-4	12	-9	3	-2	0.7	-0.2	23
CCOc1ccc(Br)cc1C(=O)N/N=C/c1ccccn1	-4	-7	-3	-11	-7	3	-0.3	-0.1	12

3 structures out of the list, arranged by SMILES length, high to low.
smiles	CHO-K1 Ca antag	M1 ag	TAAR1 antag	OXTR potentiator	CHO parental Ca	TAAR1 ag	M1 ag parental	V1aR counter	CHO-K1 Ca PAM
O=C(CCN1CCCO1)N1CCCC(N2CCN(c3cccc(C(F)(F)F)c3)CC2)C1 (centres undefined)	4	7	-1	4	-7	-1	0.1	0.9	7
COC(=O)c1ccc(NC(=S)N2CCN(Cc3ccc(Cl)cc3)CC2)cc1	-1	-2	18	-9	-12	8	3.0	4.9	12
COc1ccc(OC)c(S(=O)(=O)NCc2cc(-c3ccccc3)no2)c1	-7	-2	0	-11	-15	1	0.9	1.1	-6

(listing goes on)
smiles	CHO-K1 Ca antag	M1 ag	TAAR1 antag	OXTR potentiator	CHO parental Ca	TAAR1 ag	M1 ag parental	V1aR counter	CHO-K1 Ca PAM
COc1ccc(-c2nc(N)n(C(=O)Cc3ccccc3)n2)cc1	-4	-5	-5	-4	-1	11	-0.4	0.9	9
CC(C)(C)c1cccc(/C=N/O)c1O	-12	-4	24	-9	-6	22	0.1	0.1	13
CCc1cc(=O)oc2cc(C)cc(OCC(=O)NCc3cccnc3)c12	-16	-4	-18	-1	-7	-1	1.2	0.2	18
C/C=C/c1cnc2c(c1)C(=O)N([C@@H](C)CO)C[C@H](C)[C@@H](CN(C)S(=O)(=O)c1ccc(C)cc1)O2	-16	-8	-12	·	·	0	0.1	·	26
Cn1cnnc1SCc1ccc(-c2ccc(Br)cc2)o1	-9	-4	8	0	-9	0	0.1	-0.6	20

High-throughput results from PubChem.
